Pin1 inh: blocks the human prolyl isomerase Pin1; Pin1 FP peptide displacement, HiFluor488, 10 min; 390,000 tested, 0.009% active; Potency, µM (series often up to 115 µM), inactives show top-dose activity, negative = inhibition, hits mostly inhibitors; Q13526; active = well fitted inhibition curve with a large enough effect in the polarisation, with a control signal flat, not every such curve was filed as active; inconclusive = small, poorly fitted or top-dose-only effect, or effect the other way, or a change in a side signal; inactive = no such curve, though single readings can be large or run the other way; the % refers to the polarisation; note: potency is the fitted concentration of half-maximal effect; % is set by controls: 0 for no effect and ±100 for the full control effect
Target sequence (Q13526 whole entry, looked up): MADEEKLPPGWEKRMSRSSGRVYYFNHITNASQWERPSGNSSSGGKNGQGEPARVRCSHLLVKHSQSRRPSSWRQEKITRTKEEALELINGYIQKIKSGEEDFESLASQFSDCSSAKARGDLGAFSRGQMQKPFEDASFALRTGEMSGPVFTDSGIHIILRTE
HP1b chromo inh: blocks HP1-beta chromodomain binding to methylated histone tails | AlphaScreen HP1-beta / biotin-H3K9me3 peptide binding | Potency, µM (highest dose often 114 µM), without a hit: top-dose activity change, negative = inhibition, hits mostly inhibitors | 390,000 tested, 0.56% active; note: potency is the fitted concentration of half-maximal effect; nearly all actives have a fitted effect of over 70% in size; inactives centre near 23
Target sequence (P83916 whole entry, looked up): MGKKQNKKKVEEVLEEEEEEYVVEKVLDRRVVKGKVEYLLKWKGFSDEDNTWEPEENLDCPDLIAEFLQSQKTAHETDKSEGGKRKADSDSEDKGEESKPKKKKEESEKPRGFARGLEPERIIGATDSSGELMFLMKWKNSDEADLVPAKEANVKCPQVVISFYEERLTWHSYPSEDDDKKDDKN
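Compound inhibition of the preformed complex between 50 nM HP1-beta and 50 nM biotinylated H3K9me3 peptide was read by AlphaScreen. Buffer was PBS pH 7.4 with 0.01% Tween-20. Incubations ran 30 min at room temperature, with 10 ug/mL donor/acceptor beads.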
G9a block: blocks human histone lysine methyltransferase G9a; Potency, µM (highest dose often 102 µM), for the others: at the highest dose activity, negative = inhibition, most hits filed as inhibitors; G9a H3K9 monomethylation, AlphaScreen, 2 h; 350,000 tested, 8.8% active; Q96KQ7; AID 504332; note: potency is the fitted concentration of half-maximal effect; % is set by controls: 0 for no effect and ±100 for the full control effect; nearly all actives have a fitted effect of over 75% in size
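AlphaScreen detection with an anti-monomethyl H3K9 antibody quantified product after a 2 h room-temperature reaction containing 500 nM biotinylated H3K9 peptide, 20 µM SAM and 20 nM enzyme, which had been preincubated 15 min with compound.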
Tb PGK inh: inhibitors of T. brucei phosphoglycerate kinase; P07378; PGK/GAPDH coupled, Kinase-Glo luminescence, 60 min; Potency, µM (series often up to 57.5 µM), inactives show at the top dose activity change, negative = inhibition, actives largely listed as inhibitors; 380,000 tested, 0.043% active; note: potency is the fitted concentration of half-maximal effect; % is set by controls: 0 for no effect and ±100 for the full control effect; nearly all actives have a fitted effect of over 60% in size
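Luminescent ATP detection (Kinase-Glo Plus) follows a 60-minute room-temperature incubation, with wells lacking PGK as controls. Buffer: 100 mM TEA (pH 7.6), 5 mM MgCl2, 0.01% Tween-20. Coupling enzyme GAPDH (100 nM final) supplies unstable 1,3-BPG in-well.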
GLS inh: inhibitors of human glutaminase (GLS); GLS enzymatic activity, qHTS titration; Potency, µM (highest dose often 45.5 µM), inactives show top-dose activity change, negative = inhibition, most hits filed as inhibitors; AID 624170; 410,000 tested, 0.21% active; O94925; note: potency is the fitted concentration of half-maximal effect; % is set by controls: 0 for no effect and ±100 for the full control effect
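Read-out is an Amplex red fluorescence increase coupled through glutamate oxidase and HRP, measured before and after 30 min room-temperature incubation. hKGA is in 45 mM KH2PO4 (pH 8.2) with 0.02% Tween-20; glutamine added as 1mM solution.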
PI4K2A block: blocks human PI4K2A kinase activity; 420,000 tested, 0.13% active; Q9BTU6; activity change, negative = inhibition, % at 76.9 µM; purified PI4K2A, ADP-Glo luminescence, 1 h; active compounds read low; in the data active = activity change below about -50%; inconclusive = mostly about -30% to -49%;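 note: -100% = wells without enzyme as full effect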
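ADP-Glo luminescence measured ADP generated by PI4K2A enzyme (4 ug/mL before mixing) with 1.2 mM PI substrate (pre-mix) and 300 microM ATP (pre-mix). Tris pH7.5 buffer with MgCl2, Triton X-100; 1 h reaction at ambient temperature.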
JMJD2A Tudor inh: blocks the human JMJD2A Tudor domain. 390,000 tested, 4.4% active. Potency, µM (highest dose often 114 µM), for the others: at the top dose activity change, negative = inhibition, hits mostly inhibitors. AlphaScreen JMJD2A-Tudor / H3K4me3 peptide binding. O75164; note: potency is the fitted concentration of half-maximal effect; % is set by controls: 0 for no effect and ±100 for the full control effect; nearly all actives have a fitted effect of over 50% in size
POLH inh: blocks human DNA polymerase eta activity | 390,000 tested, 1.2% active | Q9Y253 | Potency, µM (series often up to 114 µM), for the others: at the top dose activity change, negative = inhibition, usual class: inhibitors | recombinant Pol eta, fluorescent DNA replication assay | AID 588591; note: potency is the fitted concentration of half-maximal effect; % is set by controls: 0 for no effect and ±100 for the full control effect
Target sequence (Q9Y253 whole entry, looked up): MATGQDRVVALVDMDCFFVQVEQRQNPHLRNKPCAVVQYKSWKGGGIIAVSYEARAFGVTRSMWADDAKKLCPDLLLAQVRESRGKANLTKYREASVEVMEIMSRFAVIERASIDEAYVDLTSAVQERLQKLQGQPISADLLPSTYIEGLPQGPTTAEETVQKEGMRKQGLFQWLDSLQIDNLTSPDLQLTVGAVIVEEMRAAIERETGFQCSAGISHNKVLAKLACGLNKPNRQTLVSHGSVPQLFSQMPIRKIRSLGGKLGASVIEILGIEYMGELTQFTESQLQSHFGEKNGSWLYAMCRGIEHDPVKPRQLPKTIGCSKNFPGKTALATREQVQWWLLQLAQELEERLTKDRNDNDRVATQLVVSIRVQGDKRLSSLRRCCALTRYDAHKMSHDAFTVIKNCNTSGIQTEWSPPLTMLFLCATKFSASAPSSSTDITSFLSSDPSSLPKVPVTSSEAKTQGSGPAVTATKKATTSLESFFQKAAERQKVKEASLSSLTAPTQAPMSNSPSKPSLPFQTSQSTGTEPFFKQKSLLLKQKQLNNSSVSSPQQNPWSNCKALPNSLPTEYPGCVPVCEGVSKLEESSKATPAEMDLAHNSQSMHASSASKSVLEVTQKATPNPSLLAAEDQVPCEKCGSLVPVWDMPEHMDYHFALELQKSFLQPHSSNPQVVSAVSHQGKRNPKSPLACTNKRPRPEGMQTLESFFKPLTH
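Pol eta at 10 nM preincubated with compounds 15 min at room temperature; reaction started with fluorescent substrate (50 nM final) and read kinetically at 0 and 10 min.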
BAZ2B block: inhibitors of human BAZ2B bromodomain. Q9UIF8. Potency, µM (doses to about 114 µM), inactives show at the highest dose activity change, negative = inhibition, usual class: inhibitors. 360,000 tested, 4.4% active. AlphaScreen BAZ2B-H3K14Ac peptide displacement. AID 504333; note: potency is the fitted concentration of half-maximal effect; % is set by controls: 0 for no effect and ±100 for the full control effect; nearly all actives have a fitted effect of over 60% in size
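BAZ2B (50 nM) with biotin-H3(5-23)K14Ac peptide (50 nM) in PBS pH 7.4, 0.01% Tween-20, preformed 30 min, then compound 30 min at room temperature; top concentration 110uM. AlphaScreen streptavidin donor/nickel chelate acceptor beads (10 ug/mL final), 20 min dark, signal read.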
* marks the source's active call; other numbers are inactive results; i = inactive; u = inconclusive; x = not tested or not shown; & = joins results of further samples; [ ] = dose if it differs, or a comment. Unless noted, calls come from the whole dose curve; as a rule, active = well fitted curve in the direction sought with a large enough effect; inconclusive = small, poorly fitted or top-dose-only effect, or another doubt; inactive = no such curve, though single readings can be large; an effect the other way counts as inactive or inconclusive.

SMILES	Pin1 inh	HP1b chromo inh	G9a block	Tb PGK inh	GLS inh	PI4K2A block	JMJD2A Tudor inh	POLH inh	BAZ2B block
CCc1ccc(NC(=O)c2ccc(F)c(S(=O)(=O)NCC3COc4ccccc4O3)c2)cc1 (stereo not drawn)	2%	15%	7%	4%	18%	2	-30%	-21%	6%
CCCCNC(=O)c1ccc(SCC(=O)N(CC)CC)c([N+](=O)[O-])c1	-2%	22%	-22%	-2%	0%	-6	-2%	11%	17%
CCOC(=O)C1CCCN(C(=O)CSc2nccn2C)C1 (stereo not drawn)	-5%	37%	22%	10%	-1%	-3	-7%	-15%	-3%
O=c1cc(N2CCN(c3ccccc3F)CC2)[nH]c(=O)n1-c1ccc(Br)cc1	3%	7%	-4%[59 µM]	-6%	6%	-2	-10%	-10%	-4%
COc1ccc(NC(=O)CSC2=Nc3ccccc3N=C(c3ccc(F)cc3)C2)cc1OC	5%	17%[57 µM]	9%[59 µM]	3%	-1%	0	-4%	-19%	-3%
CCc1sc(C(=O)Nc2nccs2)cc1C	0%	23%	-7%	-15%	-3%	-5	-8%	-11%	2%
O=[N+]([O-])c1ccc(Cc2ccncc2)cc1	0%	21%	-25%	2%	u	6	-13%	-3%	-20%
CC(C)N(C#N)c1nc(N2CCOCC2)nc(N2CCOCC2)n1	u	54%[activator]	31%[2.33 µM]	11%	7%	0	-10%	-9%	6%
CC(C)[C@H](NC(=O)c1cccc(CN(Cc2ccccc2)C(=O)/C=C/c2ccccc2)c1)C(=O)O	-18%	18%	x	-1%	4%	-3	-11%	0%	x
COc1ccc(CNC(=O)Cn2c(=O)cc(C)c3c(C)nn(-c4cccc(Cl)c4C)c32)cc1	-3%	51%[activator]	6%[59 µM]	-5%	2%	1	-15%	-6%	-8%
NC(=S)N1OC[C@@H]2COc3ccc4ccccc4c3[C@@H]21	2%	-18%	31%	1%	4%	0	-27%	-13%	-14%
CCN1CCN(c2ncnc3c2sc2nc(N4CCOCC4)c4c(c23)CCC4)CC1	0%	14%	u	6%	21%	0	-7%	-9%	-23%
CCc1cc(-c2[nH]ncc2-c2nc3ccccc3n2C)c(O)cc1O	-7%	6%	-6%	-2%	18%	2	-35%	-4%	-38%
Cc1ccc(NC(=O)CCn2nc(C)cc2C)cc1	1%	23%	17%	-4%	11%	-3	-12%	4%	10%
CCOc1ccc(C(=O)Nc2cccc(-c3ccc4nncn4n3)c2)cc1	29%	-11%	0%	-8%	17%	0	-18%[11.4 µM]	33%[activator]	-19%
O=C(CNC(=S)N(Cc1ccccc1F)C1CCCCC1)NCC1CCCO1 (stereo not drawn)	0%	16%	-18%	i	2%	-12	-26%	-23%	-12%
C/C(=N\Nc1nncc2ccccc12)c1cccc(OC(F)F)c1	0%	2%	9%[59 µM]	-12%	-1%	u	-15%	4%	-9%
Cc1ccc2nc(N3CCN(C(=O)CCCC(=O)O)CC3)nc(-c3ccccc3)c2c1	0%	83%[activator]	49%	2%	3%	2	19%	-2%	-3%
N#CCCN(C(=O)c1cc2c(s1)-c1ccccc1S(=O)(=O)C2)c1ccccc1	6%	59%[activator]	x	0%	-4%	2	-18%	-1%	-11%
O=[N+]([O-])c1ccccc1S(=O)(=O)Nc1cccc(S(=O)(=O)N2CCCC2)c1	3%	35%	x	-13%	2%	-1	-15%	-21%	x
CC(C)OCCCNC(=O)Cn1ccc2cc(S(=O)(=O)N3CCCCCC3)ccc21	-7%&-4%	80%&23%[activator]	9%	-3%&-2%	0%&-20%	5&-3	-3%&-18%	-12%&-14%	-8%&-12%
CCc1cccc2c(C(=O)COC(=O)c3cccc(S(=O)(=O)N(C)C4CCCCC4)c3)c[nH]c12	-3%	24%	4%	-9%	1%	0	-1%	-22%	-7%
O=C(O)c1nn(CCSc2ccccc2F)c(=O)c2ccccc12	-1%	35%	2%[12.7 µM]	-1%	1%	0	10%	-14%	2%
CCOC(=O)COc1ccc(C2C(C(=O)OC)=C(C)NC3=C2C(=O)c2ccccc23)cc1Cl (stereo not drawn)	-2%	u	1%[59 µM]	-7%	4%	-3	18µM*	-28%	-32%
O=C(c1cc(C(=O)N2CCCC2)cc([N+](=O)[O-])c1)N1CCCC1	0%	40%	10%	0%	1%	-2	-11%	1%	3%
Nn1c(Cc2cccc3ccccc23)nnc1SCc1ccc(Cl)c(Cl)c1	10%	32%	1%[59 µM]	i	-12%	3	-25%	-26%	-33%
CC1=C(C(=O)Nc2ccc(C)cc2Cl)C2(CCCCCC2)OC1=O	10%	53%[activator]	17%[59 µM]	-5%	6%	-1	13%	-17%	23%
CC(C)CC(=O)NCCCCc1ccccc1	-3%	26%	-1%[59 µM]	-15%	16%	6	-2%	-9%	5%
Cc1cccc(CCNC(=O)CCc2c(C)nc3ncnn3c2C)c1	0%&-6%	35%&25%	5%[59 µM]	1%&-6%	-3%&-5%	-21&1	-5%&-10%	-11%&-10%	-4%&-33%
CC1=C(c2ccc(C(C)C)cc2)S(=O)(=O)N=C1N1CCN(c2ccccc2F)CC1	11%	43%[activator]	u	0%	8%	-10	-12%	6%	-23%
Cc1cc(NC(=O)c2ccc3c(c2)OCCO3)ccc1NC(=O)c1cc2ccccc2o1	-3%	53%[activator]	5%	-1%	3%	-12	-20%	-12%	-18%
O=C(CN1C(=O)NC2(CCCc3ccccc32)C1=O)N1CCN(c2cccc(C(F)(F)F)c2)CC1 (stereo not drawn)	-4%	22%	22%[59 µM]	-5%	-2%	1	-16%	6%	9%
Cc1ccc(C)c(CS(=O)(=O)c2cn(CC(=O)N3CCC(C)CC3)c3ccccc23)c1	1%	8%	0%[59 µM]	i	0%	-6	-23%	-7%	-13%
O=C(CS(=O)(=O)c1ccccc1)Nc1ccccc1Br	3%	-6%	x	-6%	-1%	1	u	4%	x
COc1ccc(S(=O)(=O)N2CCCC(C(=O)NCCC(C)C)C2)cc1 (stereo not drawn)	-8%	-5%	-23%	i	2%	5	u	1%	-13%
CCN(C(=O)C1CCCN(c2ncnc3onc(-c4ccc(F)cc4)c23)C1)c1ccccc1 (stereo not drawn)	3%	28%	-22%[59 µM]	-9%	-12%	4	-4%	-9%	3%[57.1 µM]
CC(=O)Nc1nonc1C(=O)N1CCC(C)CC1	-1%	16%	-10%[59 µM]	0%	-9%	-1	-8%	6%	4%
COC(=O)CSCC(=O)Nc1nnc(-c2ccccc2C)s1	1%	41%[activator]	-36%	-1%	4%	7	8%	-10%	x
COc1ccc(Nc2ncc(C(=O)N3CCN(c4ccc(OC)cc4)CC3)c3ccccc23)cc1	8%	8%	18µM*	-6%	33%[activator]	-7	u	-9%	-38%
O=C(Nc1ccc2c(c1)OCO2)c1ccccc1	-8%	-4%	-4%	0%	-3%	-11	-25%	-15%	-11%
CCc1cc(CNC(=O)CC2C(=O)NCCN2Cc2ccc(-c3ccccc3)cc2)on1 (stereo not drawn)	-3%	19%	50µM*	-7%	-4%	0	-22%	-14%	-25%
COc1ccc2c(c1)cc1c(=O)n(CC(=O)NCCc3ccccc3)nc(C)n12	6%	54%[activator]	-3%[59 µM]	-1%	-4%	2	11%	-4%	-1%
CCN1CCCC1CNC(=O)c1cc(NC(C)=O)c(N(C)C)cc1OC (stereo not drawn)	-3%	24%	22%[59 µM]	-9%	59%[activator]	4	-4%	-10%	3%
O=S(=O)(/C=C/c1ccccc1)n1cnc2ccccc21	-9%	15%	u	-2%	8%	4	-23%	-9%	-30%
CCc1ccc(OCC(=O)Nc2ccc(-c3nc4ncccc4o3)cc2)cc1	22%	12%	-37%[59 µM]	-5%	5%	1	u	-2%	-10%
COc1ccc(C)cc1N(C)C(=O)c1coc(=O)c2ccccc12	-3%	27%	-33%	-3%	18%	-3	-6%	6%	8%
O=C(NNS(=O)(=O)c1ccccc1)c1sccc1-n1cccc1	-2%	34%[activator]	-11%	0%	4%	1	-10%	-6%	u
COc1ccc(CCN(C)CC(=O)Nc2c(C)cc(C)cc2C)cc1OC	-2%	31%	9%	-4%	2%	3	-7%	-12%	1%
C=C1c2c(Cl)ccc(O)c2C(O)=C2C(=O)[C@]3(O)C(O)=C(C(N)=O)C(=O)[C@@H](N(C)C)[C@@H]3[C@@H](O)C12 (stereo partly drawn)	x	-27%	7.9µM*	-25%	10µM*	u	2µM*	35µM*	2.8µM*
C=CCSc1nc2ccccc2n1C(=O)/C=C/c1cc(OC)c(OC)c(OC)c1	1%	20%	-9%	-8%	-9%	38	-17%	-1%	-2%
CC1(c2ccc(Cl)cc2)NC(=O)N(CC(=O)NCc2cccs2)C1=O (stereo not drawn)	1%	33%	-15%[59 µM]	4%	13%	-2	-10%	-3%	1%

3 entries from above, ordered by their value in BAZ2B block, largest number first:
SMILES	Pin1 inh	HP1b chromo inh	G9a block	Tb PGK inh	GLS inh	PI4K2A block	JMJD2A Tudor inh	POLH inh	BAZ2B block
COc1ccc(C)cc1N(C)C(=O)c1coc(=O)c2ccccc12	-3%	27%	-33%	-3%	18%	-3	-6%	6%	8%
CC1(c2ccc(Cl)cc2)NC(=O)N(CC(=O)NCc2cccs2)C1=O (stereo not drawn)	1%	33%	-15%[59 µM]	4%	13%	-2	-10%	-3%	1%
C=CCSc1nc2ccccc2n1C(=O)/C=C/c1cc(OC)c(OC)c(OC)c1	1%	20%	-9%	-8%	-9%	38	-17%	-1%	-2%

An excerpt; rates above refer to the full screens.
